HCMV inh – inhibitors of human cytomegalovirus. HFF cells, HCMV-luciferase reporter, 72 h; active compounds read low. AID 1259415. activity change, negative = inhibition, % at 57.5 µM. actives 4.5% (n = 410,000); in the data active = activity change below about -60%; inconclusive = no clear call, values can overlap the other calls; inactive = above about -39%
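After 16 h attachment at 37C, HFF cells received test compound and HCMV-luciferase (1 PFU/cell); reporter luminescence read 72 h later, data normalized against buffer-only and known inhibitor Salinomycin.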
Sm TGR inh – inhibitors of Schistosoma mansoni thioredoxin glutathione reductase; purified TGR, DTNB reduction, TNB absorbance 405 nm; Potency, µM (titrated, usually from 114 µM), for the others: top-dose activity change, negative = inhibition, usual class: inhibitors; actives 3% (n = 360,000); note: potency is the fitted concentration of half-maximal effect; nearly all actives have a fitted effect of over 60% in size
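TGR 20 nM + NADPH 100 uM (dispensed conc.), cpd preinc 15 min RT; start with NADPH (500 uM addition) then DTNB (15 mM addition). Kinetic TNB absorbance, 405 nm filter. Four-parameter Hill fit across titration.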
AmpC detergent – AmpC beta-lactamase inhibition with detergent present; AmpC hydrolysis of nitrocefin, absorbance 480 nm, 0.01% Triton; Potency, µM (top dose mostly 114 µM), inactives show at the top dose activity change, negative = inhibition, hits mostly inhibitors; actives 0.041% (n = 370,000);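 note: potency is the fitted concentration of half-maximal effect; 0% = no-compound wells and -100% = no-enzyme wells; nearly all actives have a fitted effect of over 25% in size; some results filed as inactive show a strong effect at the top dose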
Target sequence (P00811 whole entry, looked up): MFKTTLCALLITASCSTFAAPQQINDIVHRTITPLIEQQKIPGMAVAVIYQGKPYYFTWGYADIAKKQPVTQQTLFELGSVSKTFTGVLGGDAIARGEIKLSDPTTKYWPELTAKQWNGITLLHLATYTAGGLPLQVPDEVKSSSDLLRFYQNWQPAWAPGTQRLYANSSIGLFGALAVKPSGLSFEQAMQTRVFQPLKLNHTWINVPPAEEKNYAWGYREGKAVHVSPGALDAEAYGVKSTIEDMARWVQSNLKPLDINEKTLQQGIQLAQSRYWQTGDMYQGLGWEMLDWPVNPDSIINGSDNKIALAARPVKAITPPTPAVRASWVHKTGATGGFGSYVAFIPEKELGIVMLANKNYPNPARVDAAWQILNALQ
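20 mM phosphate pH 7.0 + 0.01% (detergent screen) or 0.0001% Triton X-100; 5.3 nM AmpC reagent; cpd preinc 15 min RT; nitrocefin (800 uM stock) to start; A480 q20 s × 4 min; Activity was normalised to no-enzyme and no-compound control wells.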
HCV inhibitor – inhibitors of hepatitis C virus infection. Huh7.5.1 HCVcc-Cre infection, luciferase reporter, 44 h. Potency, µM (series often up to 41.8 µM), for the others: top-dose activity change, negative = inhibition, hits mostly inhibitors. actives 3.4% (n = 340,000). AID 651820; note: potency is the fitted concentration of half-maximal effect
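Seed cells (1,000/well) for 4 h; treat with compound and infect with HCVcc-Cre, moi about 0.5. Incubate 44 h, then detect luciferase activity.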
AMA1 RON2 block – AMA1-RON2 (P. falciparum) interaction inhibition; Potency, µM (top dose mostly 58.2 µM), without a hit: at the highest dose activity change, negative = inhibition, hits mostly inhibitors; actives 0.2% (n = 360,000); AID 720542; AlphaScreen AMA1-biotinylated RON2 peptide binding;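 note: potency is the fitted concentration of half-maximal effect; 0% = vehicle wells and -100% = peptide control; nearly all actives have a fitted effect of over 45% in size; some results filed as inactive show a strong effect at the top dose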
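AMA1 (3D7) with his tag at 25 nM final met compounds first, then biotinylated RON2 peptide at 25 nM; detection used donor plus acceptor beads, 10 µg/mL apiece, read by AlphaScreen after 30 min at room temperature.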
Giardia FBPA inh – Giardia lamblia aldolase inhibition | A8B2U2 | purified Giardia FBPA | Potency, µM (doses to about 59.6 µM), without a hit: at the highest dose activity, negative = inhibition, most hits filed as inhibitors | actives 0.71% (n = 290,000); note: potency is the fitted concentration of half-maximal effect; nearly all actives have a fitted effect of over 55% in size
Target sequence (A8B2U2 whole entry, looked up): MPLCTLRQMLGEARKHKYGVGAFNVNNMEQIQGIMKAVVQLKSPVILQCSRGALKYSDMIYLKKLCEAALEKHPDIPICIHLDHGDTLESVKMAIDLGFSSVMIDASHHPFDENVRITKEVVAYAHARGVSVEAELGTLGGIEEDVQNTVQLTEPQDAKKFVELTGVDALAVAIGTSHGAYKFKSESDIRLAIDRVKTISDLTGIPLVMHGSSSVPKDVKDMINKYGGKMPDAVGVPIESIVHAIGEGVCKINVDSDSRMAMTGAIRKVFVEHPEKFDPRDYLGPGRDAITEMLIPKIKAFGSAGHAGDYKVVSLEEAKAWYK
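Giardia FBPA (40 nM reagent) was preincubated 10 min at RT with compound (up to 57.5 uM final), then substrate plus GAPDH/TPI/NAD/arsenate coupling system with diaphorase/resazurin was added; resorufin fluorescence (525/598 nm) was read after 20 min.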
An asterisk follows results filed as active; ? = inconclusive; . = no result given; [ ] = another dose, or the depositor's remark. Unless noted, calls come from the whole dose curve; as a rule, active = well fitted curve in the direction sought with a large enough effect; inconclusive = small, poorly fitted or top-dose-only effect, or another doubt; inactive = no such curve, though single readings can be large; an effect the other way counts as inactive or inconclusive. Unless noted, % is set by controls: 0 for no effect and ±100 for the full control effect.

| mol | HCMV inh | Sm TGR inh | AmpC detergent | HCV inhibitor | AMA1 RON2 block | Giardia FBPA inh |
| --- | --- | --- | --- | --- | --- | --- |
| COc1ccccc1N1C(=O)N(C(C)=O)C2C1Nc1ccccc1N2C (configuration not stated) | -26 | ? | ? | ? | 16% | ? |
| CCCCNC(=O)Nc1ccon1 | -28 | -12% | ? | 17% | 0% | 1% |
| CCS(=O)(=O)c1ccc(C(=O)Nc2ccccc2)c(Cl)c1Cl | -39 | 8% | 7% | -9% | 6% | 4% |
| CCOCCSc1nc2c(c(=O)[nH]c(=O)n2C)n1CCCc1ccccc1 | 16 | 0% | -4% | -6% | -11% | -2% |
| Cc1cc(Cl)c(S(=O)(=O)N2CCCCCC2)cc1OCC(=O)NC1CCCCC1 | ? | 1% | 2% | -2% | 31% | 4% |
| CSc1nc(Oc2ccc(F)cc2F)cc(C(F)(F)F)n1 | 26 | 10% | -15% | 4% | 1% | 5% |
| COc1ccc(N(CC(=O)NCc2ccc(F)cc2)C(=O)c2snc(C(N)=O)c2N)cc1OC | -1 | -12% | -8% | 17% | 0% | -1% |
| COCCN1Cc2cccc(C(=O)NCc3ccccn3)c2C1=O | ? | ? | -10% | 2% | 38%[activator] | -6% |
| COCCCNC(=O)c1ccc2c(=O)n(Cc3ccc4c(c3)OCO4)c(=S)[nH]c2c1 | 17 | ? | ? | ? | 62%[activator] | -3% |
| COc1ccccc1C(=O)OCc1cc(=O)n2ccsc2n1 | -21 | . | . | 11% | -22% | . |
| CCOC(=O)N1CCN(Cc2nc3c(c(=O)n(C)c(=O)n3C)n2Cc2cccc(C)c2)CC1 | 21 | 10%[11.4 µM] | ? | -3% | -8% | 2% |
| Cc1ccc(CCNC(=O)C2CCCN(S(=O)(=O)c3c(C)nn(C)c3C)C2)cc1 (configuration not stated) | -26 | -28% | ? | -7% | -7% | -5% |
| CC1(C)CC(=O)c2cnc(NC(=O)CSc3nc4ccccc4o3)nc2C1 | 22 | -16% | -6% | -1% | -3% | 0% |
| COc1cc(/C=C/C(=O)OCC(=O)N2CC(=O)Nc3ccccc32)ccc1O | 3 | 45µM* | -13% | ? | -7% | -3% |
| COc1cc(S(=O)(=O)Nc2ccccn2)ccc1F | 0 | 6% | -1% | 2% | 2% | 0% |
| CC(C)Oc1ccc(/C=C(/NC(=O)c2ccccc2)C(=O)NC(Cc2ccccc2)C(=O)O)cc1 (configuration not stated) | 51 | -6% | ? | -4% | 0% | 15% |
| CCOC(=O)c1c(OCC)[nH]c2ccc(O)cc12 | 22 | 0% | 4% | -3% | -9% | 18% |
| Cc1ccc(-c2nn(C)c(=O)c3ccccc23)cc1S(=O)(=O)NCCO | 77 | 1% | 0% | 1% | -1% | -6% |
| CC(C)[C@H](N)c1nnc2n1N=C(c1ccc(Cl)cc1)CS2 | 53 | -9% | -9% | -2% | 6% | 6% |
| O=C(CCN1C(=O)C2CC=CCC2C1=O)Nc1ccccc1Cl (configuration not stated) | -2 | 6% | 7% | -8% | 4% | . |
| Cc1oc(-c2cccc(F)c2)nc1CN1CCCCC1CCn1cccn1 (configuration not stated) | 1 | -23% | 1% | -9% | 1% | 1% |
| CCN1C(=O)[C@H]2[C@H]3CN=C(SCc4ccc(Cl)cc4)N3[C@@](C)(C(=O)OC)[C@H]2C1=O | -17 | . | . | -15%[8.37 µM] | -5% | . |
| CCCCCCOc1ccc(/C=C/C(=O)Nc2sc3c(c2C(=O)OC)CCC3)cc1OC | -107* | -2% | 0% | . | . | . |
| COc1ccc(C(=O)N2CCOC2CNC(=O)C(=O)NCc2ccco2)cc1 (configuration not stated) | 34 | -31% | 1% | -16% | -15% | 4% |
| CCn1c(SCc2c(Cl)cccc2Cl)nc2nc3c(cc2c1=O)CCCC3 | 2 | . | . | ? | -7% | . |
| COc1ccc(C(CNC(=O)c2ccc3c(c2)CCC3)N(C)C)cc1 (configuration not stated) | -6 | 2% | 1% | -12% | -1% | -1% |
| COc1cc2c(cc1OC)C(C(=O)N(C)C1CCCCC1)C1CCCCN1C2=O (configuration not stated) | -20 | -11% | -3% | 0% | -4% | 9% |
| Cc1cc(C(=O)NCc2cccs2)n(-c2ccccc2)n1 | 25 | ? | -6% | 8% | 2% | 6% |
| Cc1ccc(Nc2c(-c3ccc(C)cc3)nc3c(C)cccn23)cc1 | 5 | 10% | 7% | . | . | . |
| O=C(NC1CCCCC1)C(c1cccs1)N(Cc1cccs1)C(=O)c1ccco1 (configuration not stated) | ? | -11% | -2% | 2% | -8% | 2% |
| C/C(=N\NC(=O)c1ccoc1C)c1ccc(Br)s1 | 31 | 62%[activator] | 13% | -19% | 41%[activator] | . |
| Cc1cc(NC(=O)CSc2nnc(-c3ccco3)n2Cc2ccccc2)no1 | 0 | -21% | ? | 27% | -13% | 1% |
| COc1cccc(-n2c(SCC(N)=O)nnc2-c2ccco2)c1 | -30 | -8% | -2% | 5% | -15% | 2% |
| O=C(Nc1ccc2c(c1)CCC2)c1ncoc1-c1ccccc1F | ? | -5% | ? | -19% | -2% | -6% |
| COc1ccc(NC(=O)c2cc(-c3ccccc3)nc3c2c(C)nn3-c2ccccc2)c(OC)c1 | -20 | 1% | -4% | ? | -2% | 8% |
| Cc1nn(C)cc1C(C(=O)NC1CCCCC1)N(CCc1ccccc1)C(=O)c1cnccn1 (configuration not stated) | 43 | -28% | 5% | -4% | 4% | 3% |
| Cc1cc2c(c(=O)o1)C1(C(=O)N(C)c3ccccc31)C(C#N)=C(N)O2 (configuration not stated) | 42 | -1% | -14% | 7% | 2% | 3% |
| Cc1cccc(C)c1OCCn1c(C2CC(=O)N(c3cccc(Cl)c3)C2)nc2ccccc21 (configuration not stated) | 23 | -1% | 0% | . | . | . |
| O=C(c1ccc2c(c1)N(Cc1c(F)cccc1Cl)C(=O)c1ccccc1S2)N1CCC2(CC1)OCCO2 | -13 | 0% | -4% | . | . | . |
| O=C(NNC(=O)c1c(F)cccc1F)c1ccccc1-n1cccc1 | -28 | 1% | -11% | 16% | 20% | 2% |
| CC1CCN(CCCCOc2ccc(F)cc2)CC1 | . | 5% | -2% | ? | 6% | ? |
| Cc1c(C(=O)NC(=S)Nc2ccc(N3CCOCC3)cc2)cccc1[N+](=O)[O-] | -3 | -20% | 5% | 5% | 2% | -6% |
| CCOc1ncccc1C(=O)OCc1ccccc1 | -21 | -12% | -16% | -1% | 11% | 1% |
| COC(=O)[C@@H](Cc1c[nH]c2ccccc12)NC(=O)C1CCCN(S(=O)(=O)c2ccc(C)cc2)C1 (some centres not stated) | -18 | 0% | 2% | 1% | -2% | 1% |
| Cc1ccc(S(=O)(=O)N2CCOCC2)cc1C(=O)Nc1ccccn1 | ? | -7% | ? | -5% | 10% | 9% |
| COc1ccc(Nc2nc3ccc(C)cc3nc2-n2nc(C)cc2C)cc1Cl | -5 | 7% | 8% | . | . | . |
| CN(Cc1ccccc1)c1ccc2nnc(-c3ccccc3)n2n1 | 45 | -14% | -15% | 6%[8.37 µM] | -2% | 1% |
| Cc1ccc2c(CNCc3cccc(Cl)c3)c(C(=O)O)n(Cc3ccc(F)cc3Cl)c2c1 | 7 | 0% | 0% | . | . | . |
| Cc1ccc(C(=O)Nc2cccc(C(F)(F)F)c2)cc1NC(=O)c1[nH]cnc1C(N)=O | -21 | . | . | -10% | 106%[activator] | . |
| COc1ccc(C(=O)CCN2CCCCCC2)cc1 | 14 | 18% | -3% | -18% | -2% | -7% |

Remaining list, next part:
| mol | HCMV inh | Sm TGR inh | AmpC detergent | HCV inhibitor | AMA1 RON2 block | Giardia FBPA inh |
| --- | --- | --- | --- | --- | --- | --- |
| Cc1ccc(N(O)C(=O)OCCNC(=O)Nc2ccccc2)cc1 | 27 | 4% | -13% | 12% | 13% | -5% |
| COc1cc(C(=O)NNC(=O)COc2cccc(F)c2)ccc1OCC(=O)N1CCOCC1 | -70* | -10% | ? | -6% | 35%[activator] | . |
| Cc1cccc(NC(=S)N2CCN(C(=O)c3ccco3)CC2)c1 | -19 | 5% | 3% | -2% | -4% | . |
| COc1ccc2c(Cl)c(C(=O)N/N=C/c3ccncc3)sc2c1 | -5 | 2% | -3% | ? | -12% | 0% |
| COc1ccc(NC2CCCN(C(=O)c3ccncc3)C2)cc1 (configuration not stated) | -39 | -28% | 2% | -12% | 22% | -16% |
| Cc1cc(C)nc(/N=C2\NC(=O)CC(C(=O)O)N2c2ccc(Cl)cc2)n1 (configuration not stated) | 38 | 2% | ? | 9% | -5% | -14% |
| COc1ccc(CCNCc2cc3ccc(C)cc3[nH]c2=O)cc1OC | -32 | -13% | ? | -10% | 6% | -2% |
| COc1cc(C=O)ccc1OCc1ccccc1Br | 60 | -1% | ? | -16% | -3% | -4% |
| O=C(Nc1ccc(Cl)cc1)N1CCCC(Cn2cccc2)C1 (configuration not stated) | -21 | 7% | -13% | -18% | -14% | -4% |
| Cc1ccc(-n2c(C)c([N+](=O)[O-])c3ccc(O)c(CN(C)C)c32)cc1 | -93* | -8% | 4% | ? | -9% | 3% |
| COc1cccc(NC(=O)CN(C)S(=O)(=O)c2cccs2)c1 | 59 | -4% | 18% | . | . | . |
| CCCCC[C@@H]1C=C(C(=O)O)[C@H](c2ccc(Cl)c(Cl)c2)N1S(=O)(=O)c1ccc(C)cc1 | -6 | . | . | -6% | -6% | . |
| COc1ccc2c(CC(=O)OCC(=O)Nc3cc(C)c(C)cc3[N+](=O)[O-])coc2c1 | 1 | -6% | -12% | 2% | ? | -1% |
| O=C(Nc1ccc(F)cc1)c1ccc(-n2ccnc2)nc1 | -28 | 6% | 5% | 6% | 2% | 1% |
| CN(C)C(=Nc1ccccc1)P(=S)(N(C)C)N(C)C | 1 | -1% | 3% | 3% | -1% | 7% |
| CC(=O)Nc1ccc(NC(=O)c2ccc3c(c2)C(=O)N(c2ccccc2C)C3=O)cc1 | 0 | 8% | 1% | -21% | 5% | 8% |
| O=C(COc1cc2oc(=O)cc(-c3ccccc3)c2cc1Cl)NCCN1CCOCC1 | -24 | 6% | -17% | -18% | -6% | 7% |
| CCCCNC(=O)c1ccc2c(c1)N(CC)C(=O)CS2 | 19 | -1% | -1% | ? | 2% | -3% |
| O=P(O)(CCc1ccccc1)C(O)c1ccccc1 (configuration not stated) | 7 | 1% | -2% | 11% | 0% | -4% |

Part of the list above, as labelled records.
> CN(C)C(=Nc1ccccc1)P(=S)(N(C)C)N(C)C
  HCMV inh: 1	Sm TGR inh: -1%	AmpC detergent: 3%	HCV inhibitor: 3%	AMA1 RON2 block: -1%	Giardia FBPA inh: 7%
> CC(=O)Nc1ccc(NC(=O)c2ccc3c(c2)C(=O)N(c2ccccc2C)C3=O)cc1
  HCMV inh: 0	Sm TGR inh: 8%	AmpC detergent: 1%	HCV inhibitor: -21%	AMA1 RON2 block: 5%	Giardia FBPA inh: 8%

An excerpt from above in order of number of heavy atoms, lowest first:
| mol | HCMV inh | Sm TGR inh | AmpC detergent | HCV inhibitor | AMA1 RON2 block | Giardia FBPA inh |
| --- | --- | --- | --- | --- | --- | --- |
| CN(C)C(=Nc1ccccc1)P(=S)(N(C)C)N(C)C | 1 | -1% | 3% | 3% | -1% | 7% |
| COc1cccc(NC(=O)CN(C)S(=O)(=O)c2cccs2)c1 | 59 | -4% | 18% | . | . | . |
| CCCCC[C@@H]1C=C(C(=O)O)[C@H](c2ccc(Cl)c(Cl)c2)N1S(=O)(=O)c1ccc(C)cc1 | -6 | . | . | -6% | -6% | . |

From PubChem
